Screening data deposited in PubChem BioAssay by National Center for Advancing Translational Sciences (NCATS).
TRHR enhancer: TRH receptor (human) allosteric enhancement | P34981 | TRHR cells, fluo-8 calcium fluorescence, EC20 TRH enhancement | enhancement, % at 2 µM | 360,000 tested, 0.66% active; in the data active = enhancement above about 30%; note: 0% is about no effect
Target sequence (P34981 whole entry, looked up): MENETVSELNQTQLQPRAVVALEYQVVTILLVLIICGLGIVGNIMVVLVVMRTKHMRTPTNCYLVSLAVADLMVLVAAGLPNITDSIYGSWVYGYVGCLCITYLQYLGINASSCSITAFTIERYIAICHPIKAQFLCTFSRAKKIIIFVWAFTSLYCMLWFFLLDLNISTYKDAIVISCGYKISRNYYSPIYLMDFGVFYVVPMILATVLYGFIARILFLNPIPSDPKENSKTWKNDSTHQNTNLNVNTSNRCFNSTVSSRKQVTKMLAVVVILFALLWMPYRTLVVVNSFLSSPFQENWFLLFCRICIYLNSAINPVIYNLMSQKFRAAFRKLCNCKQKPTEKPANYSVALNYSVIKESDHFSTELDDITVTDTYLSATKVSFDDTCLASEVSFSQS
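Enhancer read-out: after compound pinning and an initial kinetic agonist-mode read, an EC20 of TRH (10 nM final) was injected and fluo-8 calcium signal (Ex 480/Em 530) followed at 1 s/cycle for 100 cycles in TRHR-expressing cells.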
D1 agonist: agonists of human D1 dopamine receptor; P21728; HEK293 T-REx D1 cells, calcium flux, agonist mode; activation, % at 2 µM; 360,000 tested, 1% active; AID 504660; in the data active = activation above about 30%; note: 0% is about no effect
Target sequence (P21728 whole entry, looked up): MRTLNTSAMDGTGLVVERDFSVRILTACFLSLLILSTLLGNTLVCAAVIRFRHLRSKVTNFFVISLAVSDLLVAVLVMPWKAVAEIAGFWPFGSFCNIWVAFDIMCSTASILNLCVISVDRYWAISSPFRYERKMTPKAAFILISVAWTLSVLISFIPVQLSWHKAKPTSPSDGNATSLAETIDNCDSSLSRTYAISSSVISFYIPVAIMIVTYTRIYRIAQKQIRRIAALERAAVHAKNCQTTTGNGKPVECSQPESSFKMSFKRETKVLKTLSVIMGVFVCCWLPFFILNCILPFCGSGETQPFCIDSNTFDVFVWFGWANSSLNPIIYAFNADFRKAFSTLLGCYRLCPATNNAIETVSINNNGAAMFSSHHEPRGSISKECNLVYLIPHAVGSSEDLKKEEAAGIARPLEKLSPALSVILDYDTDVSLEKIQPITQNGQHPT
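Inducible HEK293 T-REx D1 cells, force-coupled to calcium signalling, were plated at 4000 cells/well with tetracycline and held overnight at 30 C. After no-wash calcium dye loading, compound-evoked calcium rise over 180 s flagged agonists.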
D2 PAM: D2 dopamine receptor (human) potentiation; P14416; HEK293 T-REx D2, calcium flux, EC20 dopamine potentiation; potentiation, % at 10 µM; AID 485347; 340,000 tested, 0.34% active;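 active = potentiation over 3 SD above the plate norm, cut at about 30% in these data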; note: 0% is about no effect
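Potentiation of an EC20 dopamine calcium response measured kinetically over 180 s, after a preceding 180 s compound-only read flagging agonists. Cells: inducible Hek293 Trex D2 line, 4000/well, cultured overnight at 30 C before dye loading.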
RXFP1 antag: antagonists of human relaxin receptor RXFP1; AID 1259400; HEK293-RXFP1, relaxin-stimulated cAMP HTRF, 30 min; stronger effect = lower value; Q9HBX9; activity change, negative = inhibition, % at 57.5 µM; 350,000 tested, 0.59% active;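 active = activity change of -60% or lower, but not beyond a set lower limit; inconclusive = change between -60% and -40%, or beyond the set limit; inactive = change above -40%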; note: % is set by controls: 0 for no effect and ±100 for the full control effect
D1 antagonist: blocks dopamine activation of the human D1 receptor. P21728. HEK293 TREx D1 cells, calcium flux, dopamine EC80; stronger effect = lower value. activity change, negative = inhibition, % at 10 µM. 360,000 tested, 3.2% active; in the data active = activity change below about -30%; note: % is set by controls: 0 for no effect and ±100 for the full control effect
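Antagonism measured as reduced calcium response to an EC80 dopamine addition following 180 s compound pre-read; cells were inducible HEK293 Trex D1 plated overnight at 30 C, read kinetically at 1 cycle/sec.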
TRHR ag: agonists of human TRH receptor; P34981; TRHR cells, calcium flux fluo-8, FDSS agonist mode; activation, % at 2 µM; 360,000 tested, 0.18% active; AID 493084; in the data active = activation above about 30%; note: 0% is about no effect
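Steps: seed TRHR cells overnight; add fluo-8 no-wash Ca dye, RT 30 min–1.5 h; record 10 s baseline; pin-transfer compounds; monitor fluorescence 1 cycle/s for the agonist window. Calcium increases flag candidate agonists.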
RXFP1 ag: agonists of human relaxin receptor RXFP1; Q9HBX9; HEK293T-RXFP1 cAMP TR-FRET, 30 min; response scale: percent of porcine relaxin response, buffer zero; Potency, µM (doses to about 57.5 µM), for the others: at the top dose activation, most hits filed as activators; 370,000 tested, 0.3% active; AID 2676; note: potency is the fitted concentration of half-maximal effect; % is set by controls: 0 for no effect and ±100 for the full control effect; nearly all actives have a fitted effect of over 60% in size; many of its hits are not listed in these tables
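Agonist response is measured as cAMP accumulation in an RXFP1-transfected HEK293T line under PDE4 inhibition. Values are scaled between buffer-only and 29 nM porcine relaxin, and EC50s come from standard Hill equation fits.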
Apoferritin bind: binds horse apoferritin like a general anesthetic. Potency, µM (doses to about 77.5 µM), for inactives: at the top dose activity change, negative = displacement, actives largely listed as inhibitors. apoferritin/1-aminoanthracene competitive binding, fluorescence. 350,000 tested, 0.074% active. AID 485281; note: potency is the fitted concentration of half-maximal effect; % is set by controls: 0 for no effect and ±100 for the full control effect; nearly all actives have a fitted effect of over 20% in size
Target sequence (P02791 2-175 limits assumed): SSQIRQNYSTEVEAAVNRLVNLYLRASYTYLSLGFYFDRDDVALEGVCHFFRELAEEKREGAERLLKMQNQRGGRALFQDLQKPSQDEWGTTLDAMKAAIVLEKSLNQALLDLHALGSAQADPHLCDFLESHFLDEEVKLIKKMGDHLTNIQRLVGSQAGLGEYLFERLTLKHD
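Horse-spleen apoferritin (10 uM) in 50% saturated 1-aminoanthracene in PBS was incubated 10 min at room temperature with compound. Fluorescence (ex 380, em 535 nm) was normalized to free and bound 1-AMA, with concentration-response fitted by a four-parameter Hill equation.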
D1 PAM: human D1 dopamine receptor positive modulation. P21728. HEK293 TREx D1 cells, calcium flux, dopamine EC20 potentiation. potentiation, % at 10 µM. 360,000 tested, 0.036% active. AID 504651; in the data active = potentiation above about 30%; note: 0% is about no effect
* marks the source's active call; other numbers are inactive results; ? = inconclusive; . = not tested or not shown; [ ] = another dose, or the depositor's remark. Unless noted, calls come from the whole dose curve; as a rule, active = well fitted curve in the direction sought with a large enough effect; inconclusive = small, poorly fitted or top-dose-only effect, or another doubt; inactive = no such curve, though single readings can be large; an effect the other way counts as inactive or inconclusive. Some of the compounds tested (hit frequency here may not be typical).

SMILES	TRHR enhancer	D1 agonist	D2 PAM	RXFP1 antag	D1 antagonist	TRHR ag	RXFP1 ag	Apoferritin bind	D1 PAM
CCCS(=O)(=O)Nc1cc2c(cc1NCc1ccccc1)n(C)c(=O)n2C	6	0	1	-10	-5	-0.4	0.2%	-4%	2
Nc1c(C(=O)Nc2ccc3c(c2)OCCO3)nnn1Cc1ccc(F)cc1	2	6	12	-12	12	1.1	-0.3%	.	5
O=C(COC(=O)Cc1ccc(F)cc1)NC(=O)NC1CCCC1	8	0	-7	7	-26	-0.3	0.8%	.	4
O=C(NCCN1CCN(c2ccccc2)CC1)c1ccccc1F	-6	3	-28	3	-1	-0.4	0.9%	-9%	5
CCOC(=O)c1csc(NC(=O)CSc2nnnn2-c2ccc(OCC)cc2)n1	-3	23	4	11	9	8.7	0.2%	-13%	-2
Cc1ccc(C(=O)Nc2ccccc2C(=O)N2CCN(c3ccccc3)CC2)cc1	7	1	4	11	-24	0.1	1.1%	-6%	7
Cc1ccc(NC(=S)N2CCCCC2CO)cc1C (configuration not stated)	2	2	-2	-1	4	-0.3	-1.3%	-14%	13
CCOC(=O)c1c(NC(=O)CSc2nnnn2C)sc(C)c1C	0	1	2	0	4	-1.3	4.3%	?	-6
COc1ccccc1Nc1nc(C2(C)CCC(=O)O2)cs1 (configuration not stated)	-2	1	7	-1	23	0.6	1.2%	-6%	0
Cc1cc(C)c(S(C)(=O)=O)c(Oc2ccc(C(C)(C)C)cc2)n1	-11	1	16	.	1	-0.3	3.0%	?	2
CC(C)(C)OC(=O)N1CCC(c2c(C(=O)NCc3ccc4c(c3)OCO4)cnn2-c2ccc(F)cc2F)CC1	8	4	-9	-30	-15	2.0	0.0%	-18%	-2
Cc1ccc(C2=NCCNC2=O)c(C)c1	-1	2	7	16	16	0.1	0.6%	-2%	1
CN1CCN(c2ccc(CNS(=O)(=O)c3ccsc3)cc2)CC1	-3	2	-6	-4	-1	0.4	0.1%	38%[activator]	1
Cc1ccc(CNC(=O)CN(C)S(=O)(=O)c2ccc3c(c2)c(=O)n(C)c(=O)n3C)cc1	4	2	1	.	-13	0.0	3.0%	-18%	-2
COc1cccc(NC(=O)c2nc3ncccn3n2)c1	6	1	0	-4	-12	-0.5	-0.1%	-10%	1
COc1ccc(Nc2cc(C)c3cc(NC(=O)c4cc(OC)cc(OC)c4)ccc3n2)cc1	8	4	-10	.	-4	1.1	2.2%	191%[activator]	2
COc1cccc(CNc2ncnc3onc(C)c23)c1	14	25	4	-10	-8	-1.2	-0.5%	4%	-1
COc1cc(C(=O)OCC(=O)N(C)Cc2ccccc2)cc(OC)c1OC	-1	0	1	-11	-7	0.0	3.6%	-11%	5
C=CCn1c(NCCO)nc2c1c(=O)n(C)c(=O)n2C	-1	2	-6	-14	14	0.4	3.8%	-4%	-1
CCS(=O)(=O)N1N=C(c2cccs2)CC1c1cc2cc(C)ccc2nc1Cl (configuration not stated)	-3	2	-19	2	-5	0.4	6.4%	-1%	-8
CCCNC(=O)c1ccccc1NC(=O)c1nsc2ccccc12	-5	-1	1	-15	0	-0.7	3.7%	33%[activator]	-3
CC(C)n1ncc2c(C(=O)Nc3ccc(S(N)(=O)=O)cc3)cc(C3CC3)nc21	1	-1	-3	2	1	0.2	-0.6%	.	6
Cc1ccccc1CS(=O)(=O)Cc1ccc(C(=O)NC2CCCC2)o1	5	1	-1	31	-4	1.0	-0.7%	-4%	-2
O=C(Nc1cccc(C(F)(F)F)c1)N1CCC(CN2CCCCCC2)CC1	11	0	2	-9	-5	0.4	1.6%	-9%	2
CC(C)C(=O)Nc1ccc([N+](=O)[O-])cc1Br	0	-1	-23	3	0	0.0	4.8%	-3%	0
O=C(Cn1nnc2c(cnn2-c2ccc(F)cc2)c1=O)OC1CCCCC1	2	3	-2	-7	-7	-0.2	1.0%	13µM*	-6
FC(F)(F)c1cnc(Sc2nc3nccc(-c4ccc(Cl)cc4)n3n2)c(Cl)c1	1	4	12	-1	11	-0.4	1.4%	?	-1
O=C(Cn1nc(C(=O)O)c2ccccc2c1=O)Nc1cccc(Br)c1	0	5	-9	1	-9	-0.3	-0.7%	-22%	-3
CC(=O)N1c2ccc(S(=O)(=O)N3CCC(C(=O)Nc4cccc(Cl)c4C)CC3)cc2CC1C (configuration not stated)	-5	2	-5	-9	-4	-0.8	3.1%	7%	2
COc1ccc(C(=O)Nc2ccc(OCC(F)(F)C(F)F)c(C(F)(F)F)c2)cc1OC	1	8	-9	-26	-5	0.3	-0.7%	-4%	-1
COc1ccc(Cl)cc1NC(=S)N1CCC(c2ccc(C)cc2)C1 (configuration not stated)	-7	3	4	-11	6	0.0	2.3%	-2%	2
CC(Oc1ccccc1)c1nnc(N)s1 (configuration not stated)	1	5	-12	-12	11	0.4	-0.7%	-11%	4
CCOc1ccc(OCc2ccc(C(=O)N(C)c3ccccc3)o2)cc1	-2	12	7	-14	-17	-1.3	-1.2%	?	-3
COc1ccc(C(=O)NCCNC(=O)c2cnccn2)cc1	-16	1	-5	2	-1	-0.3	0.2%	0%	4
COc1cccc(NC(=O)C2CCCN(S(=O)(=O)c3cn(C(C)C)cn3)C2)c1 (configuration not stated)	-2	0	-8	5	-2	-1.0	2.2%	53%[activator]	1
Cc1c(C(=O)OCCOc2ccc(Br)cc2)sc(=S)n1C	3	4	.	1	22	1.5	-1.2%	-5%	6
COc1ccc(C(=O)NCc2ccco2)cc1S(=O)(=O)NC1CC1	9	3	20	-3	-1	0.6	0.1%	.	-6
COc1ccc(OC)c(-c2nc(C)sc2CC(=O)O)c1	3	-2	4	1	-17	0.1	0.2%	0%	-2
CC(C)COc1ccc(C(=O)N2CCCCC2CCN2CCCCC2)cc1 (configuration not stated)	-1	1	-22	-4	13	0.0	0.8%	-7%	-1
CC(=O)Nc1ccc(S(=O)(=O)NNC(=O)c2cccc(Cl)c2)cc1	-4	1	10	-4	-4	-0.2	2.4%	-4%	-1

Limited to D1 antagonist, RXFP1 antag and TRHR ag, for some of the entries so far:
SMILES | D1 antagonist | RXFP1 antag | TRHR ag
Cc1ccc(NC(=S)N2CCCCC2CO)cc1C (configuration not stated) | 4 | -1 | -0.3
CCOC(=O)c1c(NC(=O)CSc2nnnn2C)sc(C)c1C | 4 | 0 | -1.3
COc1ccccc1Nc1nc(C2(C)CCC(=O)O2)cs1 (configuration not stated) | 23 | -1 | 0.6
Cc1cc(C)c(S(C)(=O)=O)c(Oc2ccc(C(C)(C)C)cc2)n1 | 1 | . | -0.3

Reprinted at random: 3 entries already listed
SMILES	TRHR enhancer	D1 agonist	D2 PAM	RXFP1 antag	D1 antagonist	TRHR ag	RXFP1 ag	Apoferritin bind	D1 PAM
O=C(Cn1nnc2c(cnn2-c2ccc(F)cc2)c1=O)OC1CCCCC1	2	3	-2	-7	-7	-0.2	1.0%	13µM*	-6
O=C(NCCN1CCN(c2ccccc2)CC1)c1ccccc1F	-6	3	-28	3	-1	-0.4	0.9%	-9%	5
Cc1ccc(CNC(=O)CN(C)S(=O)(=O)c2ccc3c(c2)c(=O)n(C)c(=O)n3C)cc1	4	2	1	.	-13	0.0	3.0%	-18%	-2

Additional compounds.
SMILES	TRHR enhancer	D1 agonist	D2 PAM	RXFP1 antag	D1 antagonist	TRHR ag	RXFP1 ag	Apoferritin bind	D1 PAM
COc1ccc(Nc2oc(COc3ccc(OC)cc3)nc2C#N)cc1	-4	1	0	9	-34*	0.1	-1.1%	1%	-13
Cc1ccc(NCc2nnc(SCC(=O)Nc3cc(C)on3)n2C)cc1	3	1	0	-6	0	-0.2	0.0%	0%	-7
CCOC(=O)C1CCN(c2c(N(C)Cc3ccco3)c(=O)c2=O)CC1	-1	0	-8	.	16	0.5	0.7%	2%	4
O=C(Cn1cnc2ccccc2c1=O)Nc1ccc(N2CCOCC2)cc1	-2	1	4	1	9	0.5	2.3%	-7%	-5
Cc1ccc(C(=O)CC2(O)C(=O)N(Cc3ccccc3Cl)c3ccccc32)o1 (configuration not stated)	0	-1	11	-6	-31*	0.3	0.5%	-14%	11
Cc1cc(C(=O)CSc2nnc(Nc3ccccc3F)s2)c(C)n1CC1CCCO1 (configuration not stated)	-2	2	15	-5	0	-1.0	0.0%	-6%	-6
O=C(CN1C(=O)CCSc2ccccc21)Nc1ccc2c(c1)OCCO2	3	4	-1	17	-2	0.5	-2.7%	-12%	-4
OC(c1ccccc1)(c1ccccc1)C1CCN(C(=S)NC2CCCC2)CC1	-7	4	4	-9	3	-0.6	-0.3%	-23%	1
CCOc1ccc(C(=O)Nc2nnc(S(=O)(=O)Nc3ccccc3)s2)cc1	-5	-1	5	-11	-8	0.2	-1.3%	-8%	-2
COc1ccccc1N1CCN(C(=O)CSc2nc3ccccc3[nH]2)CC1	-2	3	-7	21	2	-0.3	1.5%	-10%	-3
S=c1[nH]nc(-c2cc(-c3ccco3)[nH]n2)n1-c1ccccc1	3	-1	8	-10	-26	-0.1	4.8%	-8%	1
Cc1nnc(NCc2ccccc2)c2ccccc12	-5	0	0	-8	-21	-0.3	3.0%	-23%	5
COC(=O)c1ccc(CNC(=O)COC(=O)c2cc(Cl)nc(Cl)c2)cc1	1	2	1	-8	10	0.1	5.3%	-8%	-3
N#Cc1c(/N=C/C=C/c2ccccc2)sc2c1CCCC2	-5	7	31*	-4	8	-0.1	-1.4%	?	1
CN(CC1CCCO1)S(=O)(=O)c1ccc(C(=O)Nc2nccs2)cc1 (configuration not stated)	2	6	19	-1	-5	-1.0	0.5%	-8%	-2
O=Cc1cn(-c2ccccc2)nc1-c1cc2c(ccc3ccccc32)oc1=O	0	0	0	3	-6	-0.1	2.0%	-4%	-2
Fc1ccc(CN2CC[C@H]3C=CCc4cccc(c43)C2)cc1	0	0	-13	.	-9	2.7	-0.7%	.	-5
CC1c2ccsc2CCN1S(=O)(=O)c1ccccc1 (configuration not stated)	5	5	0	-7	-1	-0.1	4.6%	?	0
COc1ccc(CC(NC(C)=O)C(=O)NC2CCN(C(=O)c3ccc(Cl)cc3)CC2)cc1 (configuration not stated)	0	2	-13	8	2	0.4	2.7%	8%	-4
CCn1cc(C2=NC(C)CO2)c2ccccc21 (configuration not stated)	0	0	-3	-14	0	1.1	0.0%	-19%	1
Cn1c(SCC(=O)N/N=C/c2ccncc2)nc2ccccc21	-7	1	-7	-5	11	-1.1	-1.4%	-7%	-1
CCOC(=O)c1sc2ccccc2c1S(=O)(=O)N1CCN(c2ccccc2)CC1	-2	5	-11	.	-10	0.7	7.3%	-1%	2
